Assay outcomes: PubChem, several laboratories
PRMT1 inh = inhibitors of human PRMT1; Q99873; recombinant PRMT1, activity-based probe fluorescence polarization; inhibition, % at 2.79 µM; actives 1.3% (n = 370,000); AID 652257;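 active = inhibition above about 21% made by adding two undisclosed values, limit read from the data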
MBD2 DNA inh = blocks human MBD2 binding to methylated DNA | actives 0.31% (n = 370,000) | AID 686964 | inhibition, % at 4.4 µM | Q9UBB5 | TR-FRET, MBD2 binding to methylated oligonucleotide; in the data active = inhibition above about 13%
Target sequence (Q9UBB5 whole entry, looked up): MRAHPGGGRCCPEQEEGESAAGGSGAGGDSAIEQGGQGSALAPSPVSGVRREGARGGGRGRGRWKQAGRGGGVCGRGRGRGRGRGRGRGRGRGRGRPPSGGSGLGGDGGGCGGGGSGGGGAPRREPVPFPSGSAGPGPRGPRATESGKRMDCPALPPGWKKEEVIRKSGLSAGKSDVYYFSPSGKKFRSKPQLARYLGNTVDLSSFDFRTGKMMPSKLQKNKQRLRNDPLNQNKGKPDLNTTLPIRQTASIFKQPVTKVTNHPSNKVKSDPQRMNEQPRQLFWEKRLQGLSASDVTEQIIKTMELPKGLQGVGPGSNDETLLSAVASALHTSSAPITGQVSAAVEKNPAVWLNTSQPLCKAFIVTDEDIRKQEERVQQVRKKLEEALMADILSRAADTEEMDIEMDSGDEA
HTRA1 inh = blocks human HTRA1 serine peptidase. Q92743. recombinant HTRA1, FP-rhodamine activity-based probe, fluorescence polarization. inhibition, % at 5.96 µM. actives 0.5% (n = 340,000). AID 504803; in the data active = inhibition above about 36%;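 note: 0% = enzyme with DMSO and 100% = wells lacking enzyme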
Target sequence (Q92743 whole entry, looked up): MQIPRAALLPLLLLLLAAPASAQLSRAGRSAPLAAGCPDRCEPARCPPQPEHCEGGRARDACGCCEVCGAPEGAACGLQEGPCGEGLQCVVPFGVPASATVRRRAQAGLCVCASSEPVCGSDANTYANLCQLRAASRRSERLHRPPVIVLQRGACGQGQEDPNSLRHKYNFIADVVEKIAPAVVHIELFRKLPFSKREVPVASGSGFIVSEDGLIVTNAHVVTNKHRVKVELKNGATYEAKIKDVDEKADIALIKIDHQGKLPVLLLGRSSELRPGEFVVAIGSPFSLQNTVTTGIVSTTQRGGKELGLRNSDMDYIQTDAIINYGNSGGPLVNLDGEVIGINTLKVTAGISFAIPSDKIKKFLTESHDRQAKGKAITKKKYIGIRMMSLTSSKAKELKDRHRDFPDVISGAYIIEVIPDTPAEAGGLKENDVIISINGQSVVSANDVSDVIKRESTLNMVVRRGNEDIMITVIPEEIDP
mABHD4 FP = inhibitors of mouse ABHD4 | inhibition, % at 8.92 µM | purified mABHD4, FP-Rh probe fluorescence polarization | actives 0.54% (n = 370,000) | AID 720543;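 active = inhibition exceeding the mean over every tested compound plus 3 SD, cut at about 30% in these data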;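 note: 0% = plate median of compound wells and 100% = S159A mutant with DMSO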
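Doses – 8.92 µM, single dose · Material – wild-type mouse ABHD4 protein · Replication – single well per compound (singlicate) · Measure – percent inhibition of probe binding, normalized to plate controls · Schedule – 45 min compound pre-incubation plus 60 min probe step, 25 °C · Detection – fluorescence polarization with parallel and perpendicular emission, 525/598 nm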
rCAG binder = binds r(CAG) RNA repeats; r(CAG) RNA repeat, TO-PRO-1 dye displacement fluorescence; inhibition, % at 3 µM; actives 1.3% (n = 370,000); AID 651821;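 active = inhibition above the plate cutoff, the mean of all test compounds on that plate plus 3 SD, cut at about 35% in these data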;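 note: 0% = DMSO alone and 100% = 100 µM mitoxantrone as full dye displacement; higher means more dye released from RNA so lower well fluorescence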
GC-A act = GC-A (human) enzyme activation | actives 0.14% (n = 370,000) | activation, % at 10 µM | HEK293 GC-A cells, cGMP TR-FRET, EC30 ANP; 0% at EC30 ANP, 100% saturating ANP | P16066; in the data active = activation above about 40%
TCR-CD3 inh = blocks the human TCR-CD3 interaction; TAMRA-labeled TCR probe fluorescence, biochemical; inhibition, % at 9.4 µM; actives 0.37% (n = 360,000); AID 651800; in the data active = inhibition above about 19%;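 note: recombinant mutant TCR 2C K166C tagged with TAMRA read by polarization; 0% = receptor in buffer alone and 100% = receptor with positive control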
NPR2 activator = GC-B (human) receptor activation; activation, % at 10 µM; AID 1920062; P20594; HEK293-GC-B cells, CNP EC30, cGMP TR-FRET; 0% at EC30 CNP, 100% saturating CNP; actives 0.11% (n = 370,000);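 active = activation at 10 µM reaching about 35% in either raw or pattern-adjusted values, limit read from the data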
UHRF1 MBD2 ctr = UHRF1 methyl-DNA binding inhibition | Q96T88 | UHRF1 binding to methylated oligo, TR-FRET | inhibition, % at 4.4 µM | actives 0.75% (n = 370,000) | AID 687016; in the data active = inhibition above about 21%;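 note: UHRF1 SRA domain binding a hemimethylated CpG hairpin DNA probe; 0% = median of test compound wells and 100% = reference inhibitor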
SIAE primary = inhibitors of human sialic acid acetylesterase SIAE | Q9HAT2 | SIAE FP-Rh probe binding, fluorescence polarization | inhibition, % at 9.66 µM | actives 0.69% (n = 370,000);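 active = inhibition above a cutoff: mean of compounds within the control limits plus 3 SD of those, cut at about 17% in these data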;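 note: 0% = plate median of compound wells and 100% = probe without SIAE protein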
The depositor's hits bear a star; x = no result given. Some of the compounds tested; count on the stated rates, not on these rows.

SMILES	PRMT1 inh	MBD2 DNA inh	HTRA1 inh	mABHD4 FP	rCAG binder	GC-A act	TCR-CD3 inh	NPR2 activator	UHRF1 MBD2 ctr	SIAE primary
Cc1ccc(N/C=C/C(=O)c2ccccc2)cc1C	-3	-2	-19	-3	2	2	2	1	-2	1
COc1ccc(NS(=O)(=O)c2ccc(S(=O)(=O)N(C)C)cc2)cc1S(N)(=O)=O	0	1	3	-5	3	2	6	4	-1	2
O=C(Nc1ccccc1F)c1ccc(CNS(=O)(=O)c2cccc(C(F)(F)F)c2)cc1	3	4	-8	-7	0	0	6	-3	1	-5
O=C(/C=C/c1cn(-c2ccccc2)nc1-c1cccnc1)c1ccco1	-3	-6	-26	-35	7	-15	4	-5	-1	-23
COc1ccc(CN(C)C(C)C(=O)Nc2ccc([N+](=O)[O-])cc2Cl)cc1OC (stereo unspecified)	-3	-5	2	0	0	13	-5	1	-3	-2
O=C1CCCN1CN(C(=O)c1ccccc1)c1ccc(F)cc1	-3	-3	-7	3	-1	3	1	3	0	-3
O=C(Nc1c2c(nn1-c1ccc(F)cc1)CS(=O)C2)c1ccco1 (stereo unspecified)	2	11	4	-15	-3	2	0	2	3	-1
O=C(CN(CC1CCCO1)C(=O)CNS(=O)(=O)c1ccc(Cl)cc1)NCc1ccccc1 (stereo unspecified)	2	2	8	6	-3	2	-2	-2	-1	5
COc1ccc(C(c2nnnn2CCc2ccccc2)N2CCN(C)CC2)cc1OC (stereo unspecified)	1	-1	2	0	-2	-2	-7	7	4	1
CN(C)S(=O)(=O)c1cccc(C(=O)N(Cc2ccc(F)cc2)Cc2ccco2)c1	2	-2	-8	-3	4	-8	-1	-1	1	5
CC(C)(C)OC(=O)N[C@@H](Cc1ccccc1)C(=O)N[C@@H](CO)[C@H](O)[C@@H]1C[C@@H]1C(=O)NC1CC1	-3	-6	2	-1	-9	-1	6	-2	-2	-6
CCCCCNC(=O)C(C1CC1)n1c(=O)c(-c2cc3ccccc3[nH]2)nc2ccccc21 (stereo unspecified)	-2	1	x	-3	12	-1	0	-6	1	-16
O=C(COC(=O)c1ccccc1)NC12CC3CC(CC(C3)C1)C2	-1	-4	-3	3	3	1	13	0	0	-2
Cc1cccc(C(=O)OC2CCOC2=O)c1C (stereo unspecified)	1	8	1	-4	2	2	1	-1	-1	-1
Cc1cc(N2C(=O)CC(N3CCN(c4ccc(C(=O)c5cccs5)cc4)CC3)C2=O)no1 (stereo unspecified)	15	-4	-6	2	12	9	-3	-7	4	-2
CCn1c(=O)c(=O)n(CC)c2cc(S(=O)(=O)N3CCc4ccccc43)ccc21	-3	-7	-2	1	-4	-3	2	-10	-2	0
CNC(=S)Nc1cccc2[nH]ncc12	0	-4	-4	1	2	5	-2	2	-1	-3
CC(OC(=O)CNC(=O)c1ccccc1)C(=O)Nc1ccc(S(=O)(=O)N2CCOCC2)cc1 (stereo unspecified)	-3	1	-7	-2	-1	-2	6	2	1	-1
O=c1c(-c2ccccc2Cl)c[nH]n1-c1ccccc1	2	-2	-6	-8	2	-1	-2	4	-1	0
O=C(Nc1ccc(Cc2ccncc2)cc1)C1CCC(N2C(=O)C3CCCCC3C2=O)CC1 (stereo unspecified)	-4	1	1	-8	-5	3	2	7	-3	0
CCCC(=O)Nc1ccc2c(c1)nc(CN1CCN(C(=O)OCC)CC1)n2CC	-1	5	8	2	-5	-1	-2	1	-2	-6
O=C(CSc1nnc2c(Cl)cc(Cl)cn12)NC1CCS(=O)(=O)C1 (stereo unspecified)	0	1	5	0	3	0	-4	-6	1	8
O=C(Nc1ccc2c(c1)OCO2)C(=O)c1c[nH]c2ccccc12	0	2	1	-1	9	2	9	-6	-4	-9
O=C(Nc1ccc(S(=O)(=O)NC2=NCCCCC2)cc1)C1COc2ccccc2O1 (stereo unspecified)	-2	2	1	-3	0	-1	-4	1	0	-7
Cc1ccc(-c2nnc(N3CCOCC3)c3ccccc23)cc1S(=O)(=O)N(C)C	-2	-4	7	-4	-3	-4	4	-4	-1	-1
CCOC(=O)[C@]12CCC=C1N(Cc1ccco1)C(=O)[C@H](CC(=O)NCCCOC)C2	4	8	x	7	3	3	4	1	-2	4
O=c1[nH]c(C2CCN(S(=O)(=O)c3ccccc3F)CC2)nc2c1nnn2Cc1ccc(OC(F)(F)F)cc1	2	-5	1	3	6	2	7	-8	1	-2
CC(=O)Nc1ccc(S(=O)(=O)N2CCN(C(=O)CCC3CCCC3)CC2)cc1	2	2	-1	1	0	-4	-6	-5	4	-2
Cc1ccc(-c2csc(C3=C(O)CN(NC(=O)c4ccc([N+](=O)[O-])cc4)C3=N)n2)cc1	1	0	1	6	5	-5	2	-3	-4	-5
CN1C(=O)/C(=N/OC(=O)c2ccccc2Br)c2ccccc21	1	0	2	-7	-1	2	6	6	0	0

Some values from the results shown.
`COc1ccc(NS(=O)(=O)c2ccc(S(=O)(=O)N(C)C)cc2)cc1S(N)(=O)=O` | mABHD4 FP: -5
`CN1C(=O)/C(=N/OC(=O)c2ccccc2Br)c2ccccc21` | NPR2 activator: 6
`O=C(Nc1ccc2c(c1)OCO2)C(=O)c1c[nH]c2ccccc12` | mABHD4 FP: -1

Further results follow.
SMILES	PRMT1 inh	MBD2 DNA inh	HTRA1 inh	mABHD4 FP	rCAG binder	GC-A act	TCR-CD3 inh	NPR2 activator	UHRF1 MBD2 ctr	SIAE primary
N#C/C(C(=O)N1CCOCC1)=C1/SC(Cc2ccccc2Cl)C(=O)N1c1ccccc1 (stereo unspecified)	2	3	-7	4	-1	-2	0	0	3	4
CCOc1ccc(-c2cc(C(=O)N3CCC(C)CC3)c3ccccc3n2)cc1	0	0	-4	7	-3	0	-3	2	3	0
c1ccc(CCC2CCCCN2Cc2cn[nH]c2-c2cc3ccccc3o2)nc1 (stereo unspecified)	-11	-5	-1	-1	-5	-16	0	-14	-1	10
COc1ccc(Cl)cc1N(CC(=O)Nc1ccc2c(c1)OCCO2)S(C)(=O)=O	-4	2	1	-1	-3	-4	2	-3	-1	4
CC[C@]12c3[nH]c4cc(CCC(=O)N(C)C)ccc4c3CCN1C(=O)[C@@H](CC(=O)NCCN1CCOCC1)C[C@@H]2C(=O)N1CCN(C(=O)C2CC2)CC1	3	7	1	-1	1	-4	-5	2	5	-1
O=C(c1ccc(S(=O)(=O)N2CCOCC2)cc1)N(Cc1ccco1)Cc1cccs1	1	-4	1	8	-4	-4	12	-4	-3	3
Cc1ccc(NC(=O)c2c(C(F)(F)F)nn(C)c2SCc2ccc(Cl)cc2)cc1C	-1	3	-44	-34	0	-13	5	-6	3	-14
O=c1[nH]c2ccccc2n1Cc1ccc(Cl)cc1	0	3	-9	-5	-1	2	-1	0	0	-1
COC(=O)c1sc(=S)n(-c2ccccc2)c1N	7	-7	-3	-3	2	4	1	8	-1	3
CC1(C)Cc2c(sc(NC(=O)C(=O)N3CCCC3)c2C#N)CO1	-4	-5	1	-1	1	0	-6	8	-2	6
CCN(CC)c1nc(Oc2ccc(C(=O)OC)cc2)nc(N2CCOCC2)n1	1	3	-6	-8	-10	0	5	-2	-1	3
COC(=O)N/N=C/c1cccc(OC(=O)c2ccc3c(c2)OCO3)c1	-7	-7	-4	-6	-2	1	0	2	-2	-2
CCOc1ccc(C2CC(c3ccc(OC)cc3)n3ncnc3N2)cc1 (stereo unspecified)	1	3	-2	3	0	0	5	0	0	4
CSCC[C@H](NS(=O)(=O)c1ccc(C)cc1)C(=O)N1CCC(C(=O)N[C@@H](C)C(=O)O)CC1	-1	0	-1	1	0	0	0	11	-1	-2
COc1cc2c(=O)n(Cc3ccccc3)c(=O)n(CC(=O)NCc3ccco3)c2cc1OC	1	-1	-2	-3	5	-4	0	-4	3	-24
Cc1ccc2c(c1)N(C(C)C(=O)NCc1ccccn1)C(=O)CO2 (stereo unspecified)	4	0	4	1	-3	4	8	3	-1	-9
O=C(c1ccccc1)N1CC(COc2ccccc2)OC(c2ccco2)O1 (stereo unspecified)	0	1	-20	3	-3	-4	8	0	-3	1
Cc1nn(Cc2ccccc2)c(=O)c2nn(-c3ccc(Cl)cc3)c(C)c12	-2	0	-4	5	0	3	0	-2	2	0
CC(C)C[C@@H]1COc2cc(N3CCC[C@@H]3CO)ccc2S(=O)(=O)N1	-3	-1	x	-3	2	4	-3	10	2	-3
O=C(CCSc1nnnn1-c1ccccc1)N1CCOCC1	0	0	5	-1	-3	1	-3	5	0	-6
COc1ccc(Cc2noc(-c3ccccc3)n2)cc1OC	-4	4	4	-3	-5	6	6	0	-2	6
COc1ccc2c(c1)CCc1c(C(=O)NCc3ccc(F)cc3)noc1-2	-3	4	-3	0	1	1	4	2	-1	0
COC1CCCN(C(=O)c2cccc(OC3CCN(S(=O)(=O)N(C)C)CC3)c2)C1 (stereo unspecified)	9	1	-4	-14	-5	9	-2	8	8	2
CC(C)(C)P(=O)(CO)c1ccccc1 (stereo unspecified)	-5	0	-1	0	4	1	-3	-6	2	1
CCCc1nnc(SCC(=O)N2CCCCC2)n1CC1CCCO1 (stereo unspecified)	-4	4	1	1	-3	0	3	3	-4	-1
COc1ccc(NC(=O)COC(=O)Cn2c(C)nc3ccccc32)cc1OC	-4	-6	8	4	-2	-2	-5	5	-2	3
N[C@@H](Cc1cnc[nH]1)C(=O)Nc1ccc2ccccc2c1	1	4	1	-3	5	-3	-8	3	2	2
COc1ccc(-c2cc(C(F)F)n3ncc(C(=O)N4CCCCC4)c3n2)cc1	1	-2	-5	-5	-3	14	4	10	-2	-1
CC(=O)Nc1ccc(Nc2nc3c(S(=O)(=O)c4ccc(C)c(C)c4)nnn3c3ccccc23)cc1	-2	3	-20	2	13	6	10	1	-1	-11
COc1cccc(C(CC2=CCCCC2)NC(=O)C(F)(F)F)c1 (stereo unspecified)	-1	3	x	-12	0	-3	4	-6	-1	-3
Cc1ccc(SCc2cc(=O)[nH]c(/N=C(\N)Nc3ccccc3Sc3ccccc3)n2)cc1	1	1	4	2	1	-2	-3	-6	4	-3
Cc1cc(-c2ccccc2)nc(N/N=C/c2ccco2)n1	2	2	-3	7	29	2	-4	4	-7	0
CCOC(=O)/C(C#N)=C/C1=C(N2CCCC2)CC(C)(CC)OC1 (stereo unspecified)	2	-1	0	0	-8	6	3	0	-2	3
CC(=O)c1c(COC(=O)c2ccccc2Cl)nc2ccccc2[n+]1[O-]	-4	1	2	1	-2	-2	3	1	-1	-4
COc1cc(OC)c(OC)cc1CNC(=O)c1cc(=O)[nH]c2ccccc12	-5	0	4	1	1	-3	6	-1	-1	8
NS(=O)(=O)c1ccc(CCNC(=O)c2ccc(S(=O)(=O)N3CCCCC3)cc2)cc1	-3	-3	5	0	7	-2	6	5	-2	-1
Cc1cc(C)cc(C(=O)n2cnnc2N)c1	2	7	-5	-4	2	2	-6	-1	2	-3
Cc1cc(C)n2nnnc2n1	4	2	-4	-2	-3	5	-7	2	-2	0
CCN(CC(=O)Nc1ccc(NC(C)=O)cc1)C(=O)C(c1ccccc1)c1ccccc1	5	-3	-6	-1	11	-3	-3	3	1	3
Cc1cc(=O)[nH]c2c1cnn2C(C)c1ccccc1 (stereo unspecified)	-1	-2	0	2	-1	12	-2	20	-2	-11
CSCCC(NC(=O)c1cncc(Br)c1)C(=O)O (stereo unspecified)	-2	0	3	2	2	4	-5	3	1	0
